# Bioassay records (PubChem BioAssay)
# S100A4 inh HTS: S100A4-myosin IIA interaction inhibition. inhibition, % at 10.7 µM. AID 652163. 0.14% of 360,000 active. P26447. S100A4/TAMRA-MyoIIA peptide fluorescence polarization;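 active = mean inhibition of at least 70% across replicates, with every replicate also reaching that level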
# Target sequence (P26447 whole entry, looked up): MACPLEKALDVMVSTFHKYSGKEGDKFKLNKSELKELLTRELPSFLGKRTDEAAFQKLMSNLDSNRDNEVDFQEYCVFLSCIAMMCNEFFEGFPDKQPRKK
#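 Material: S100A4 monomer protein | Medium: HEPES pH 7.2 with CaCl2, KCl, NaCl, DTT, Triton | Reagent: Labelled myosin peptide probe, 5 nM | Doses: One dose per compound | Times: 5 min incubation before reading | Benchmarks: Neutral control DMSO, positive control TFP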
# PAX8 reporter: PAX8 transcriptional activity inhibition; 1.2% of 360,000 active; inhibition, % at 12.6 µM; RMG-I TPO-luciferase reporter, SteadyGlo, 24 h;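 active = mean replicate inhibition at least 60% with every replicate also reaching 60%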;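 note: luciferase light reporting Pax8 driven TPO promoter activity; plate controls were median of neutral control wells for no effect and mitoxantrone controls for full effect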
# LGR2 inh: inhibitors of bursicon-induced Drosophila LGR2 receptor cAMP signaling; HEK293 LGR2, CRE-luciferase, bursicon-stimulated, 4 h; inhibition, % at 9.99 µM; 0.35% of 380,000 active;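 active = drop in luminescence signal, shown as inhibition above about 50% in the replicate tests, limit read from the data, passing the limit was not always enough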;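 note: agonist challenge used bursicon conditioned medium at about half maximal strength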
# PGC1a acetyl inh: modulators of PGC1a acetylation. U2OS PGC1a acetylation, AlphaScreen anti-acetyl-lysine; with virally co-expressed GCN5 acetyltransferase. inhibition, % at 15.6 µM. 0.17% of 350,000 active. AID 651687;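 active = every replicate shows inhibition of at least 40%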;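 note: 0% = neutral control wells and 100% = positive control wells; some results beyond the cut were filed as inactive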
# FN deposit inh: fibronectin deposition inhibition; AID 743247; AH1F fibroblasts, Alexa488-fibronectin deposition fluorescence, overnight; 0.086% of 350,000 active; inhibition, % at 12.6 µM;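 active = mean inhibition across replicates of 30% or more, regardless of how many single replicates reach that level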;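 note: positive control wells lacked labelled fibronectin entirely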
#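 Assay system: AH1F fibroblast monolayer, labelled fibronectin deposition. Amount: 10000 cells per well. Also added: labelled fibronectin 24 nM. Compound: single-point pinned compound. Incubation: cell attachment 1 h, compound and FN exposure overnight. Detection: fluorescence after three HBSS washes, excitation 485 nm, emission 525 nm. Read-out: inhibition of fibronectin deposition signal.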
# PglD inh: blocks C. jejuni PglD acetyltransferase activity. purified PglD enzyme, DTNB colorimetric CoA detection. inhibition, % at 12.5 µM. 0.098% of 360,000 active. AID 602405; in the data active = inhibition above about 16%, passing the limit was not always enough; note: strong numbers were not always called active
# ERAP1 inh: ERAP1 (human) enzyme inhibition; Q9NZ08; recombinant ERAP1, Leu-AMC fluorescence, 60 min; inhibition, % at 10.7 µM; 0.15% of 340,000 active; AID 652197;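 active = mean replicate inhibition of at least 30%, or all replicates individually reaching that 30% level; inactive = mean below 30% and not every replicate reaching it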;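 note: 0% = neutral control wells and 100% = L-leucinethiol positive control wells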
# Target sequence (Q9NZ08 whole entry, looked up): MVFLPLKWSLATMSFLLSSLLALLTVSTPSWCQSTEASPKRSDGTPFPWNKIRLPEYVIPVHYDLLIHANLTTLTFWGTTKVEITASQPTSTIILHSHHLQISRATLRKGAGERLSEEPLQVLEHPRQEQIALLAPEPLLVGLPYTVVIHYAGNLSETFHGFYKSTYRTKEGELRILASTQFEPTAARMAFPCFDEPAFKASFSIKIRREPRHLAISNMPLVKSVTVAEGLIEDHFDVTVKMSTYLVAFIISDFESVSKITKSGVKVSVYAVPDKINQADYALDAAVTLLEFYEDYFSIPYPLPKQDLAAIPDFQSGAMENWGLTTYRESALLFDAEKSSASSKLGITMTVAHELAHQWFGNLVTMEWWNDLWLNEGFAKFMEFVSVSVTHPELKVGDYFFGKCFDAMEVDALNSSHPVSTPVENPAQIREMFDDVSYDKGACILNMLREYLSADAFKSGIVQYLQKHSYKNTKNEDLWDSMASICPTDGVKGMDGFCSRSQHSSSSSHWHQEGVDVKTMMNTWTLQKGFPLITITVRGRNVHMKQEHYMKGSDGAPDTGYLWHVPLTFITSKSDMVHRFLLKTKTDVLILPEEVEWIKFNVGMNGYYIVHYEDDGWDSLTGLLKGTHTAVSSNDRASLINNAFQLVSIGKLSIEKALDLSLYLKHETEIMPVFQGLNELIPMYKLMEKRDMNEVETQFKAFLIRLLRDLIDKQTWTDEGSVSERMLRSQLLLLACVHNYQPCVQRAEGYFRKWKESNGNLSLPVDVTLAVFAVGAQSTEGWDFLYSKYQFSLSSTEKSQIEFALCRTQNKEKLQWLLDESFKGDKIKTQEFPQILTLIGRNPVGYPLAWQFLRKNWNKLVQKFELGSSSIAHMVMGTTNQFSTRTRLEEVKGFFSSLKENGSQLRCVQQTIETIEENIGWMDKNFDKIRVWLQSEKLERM
# EWS-Fli block: blocks EWS/Fli oncoprotein-driven transcription. inhibition, % at 12.6 µM. AID 651661. A673 NR0B1-luciferase reporter, viability-normalised. 0.67% of 350,000 active;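 active = mean inhibition of at least 50% after viability correction, with every replicate also passing that limit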;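 note: firefly luciferase signal divided by Alamar Blue viability fluorescence both relative to DMSO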
# Starred values were filed as active, the others as inactive; x = not tested or not shown; & = joins results of further samples.
SMILES,S100A4 inh HTS,PAX8 reporter,LGR2 inh,PGC1a acetyl inh,FN deposit inh,PglD inh,ERAP1 inh,EWS-Fli block
Cc1cccc(C)c1NC(=O)C1(C)CCC(=O)N1CCOc1ccccc1 (centres undefined),-8,-2,3,2,-2,-5,x,2
CCCS(=O)(=O)N1CCN(CCCc2ccccc2)CC1,-5,x,12,1,x,0,9,8
CCN(CC)C(=O)c1[nH]cnc1C(=O)Nc1ccc(Cl)cc1,-3,-2,-10,0,6,1,1,-2
C[C@H](CO)N1C[C@H](C)[C@H](CN(C)Cc2ccc(C(=O)O)cc2)Oc2ccc(NC(=O)c3ccncc3)cc2C1=O,0,-3,-16,-5,x,5,2,-1
COc1ccc(NC(=O)/C(=C\c2ccncc2)NC(=O)c2ccccc2)cc1,0,7,25,-7,-1,0,-1,7
COc1cccc(C(C)=C2SC(=S)NC2=O)c1,-7,-5,-39,x,6,x,3,3
O=C(Nc1cc2cccc([N+](=O)[O-])c2oc1=O)c1cccs1,-8,6,-5,-6,-2,x,7,-8
CC(C)NC(=O)N1[C@H](CO)[C@@H]2c3ccccc3N(C(=O)c3ccc(F)cc3)C[C@@H]21,x,-14,5,-5,x,0,x,2
c1ccc(CCN(Cc2ccccc2)C2CCN(C3CCCC3)CC2)cc1,3,11,1,5,-5,x,5,18
COc1ccc(Cl)cc1Nc1nc(C)nc2c1nnn2Cc1ccccc1,3,11,-7,-11,-7,-1,8,-6
C[C@@H]1CN([C@H](C)CO)C(=O)c2cc(NS(=O)(=O)c3ccc(Cl)cc3)ccc2O[C@@H]1CN(C)Cc1ccc(Cl)c(Cl)c1,-7,-3,14,-5,x,5,-2,53*
COCC(=O)N1CC(=O)N2[C@H](C1)[C@H](c1ccc(-c3cccnc3)cc1)[C@@H]2CO,27,x,-3,5,x,x,-1,6
Cc1cnc(C(=O)OCC(=O)c2ccc(C)s2)cn1,2,-1,10,7,-6,4,-2,0
COc1ccc(S(=O)(=O)Nc2ccc(S(=O)(=O)NCC3CCCO3)cc2)cc1 (centres undefined),0,-4,8,4,-2,3,1,x
CC1=C(C/C=C(\C)CCC[C@H](C)CCC[C@H](C)CCCC(C)C)C(=O)c2ccccc2C1=O,-9,x,x,-3,x,5,x,3
C[C@@H]1CN([C@@H](C)CO)C(=O)c2cc(NC(=O)c3ccncc3)ccc2O[C@@H](C)CCCCO[C@@H]1CN(C)C,-6,11,12,8,x,-1,-2,2
O=C(Nc1nc2ccccc2s1)c1cc(-c2ccccc2)nn1-c1ccccc1,-3,34,-10,-1,-4,7,0,-96
COc1ccc(NS(=O)(=O)c2cccc(C(=O)NC3CCC(O)CC3)c2)cc1 (centres undefined),5,17,-1,x,x,-5,-2,x
Cc1ccc(S(=O)(=O)N(C)C[C@@H]2OCCCC[C@@H](C)Oc3ccc(NS(=O)(=O)c4cn(C)cn4)cc3C(=O)N([C@@H](C)CO)C[C@H]2C)cc1,3,-6,-7,-2,1,-1,0,-14
COc1ccc(NC(=O)CNC(=O)c2cccs2)cc1Cl,-2,-36,12,2,-5,0,0,-27
CCN(c1ccccc1)S(=O)(=O)c1cc(C(=O)NCc2ccccn2)ccc1C,-4,7,0,-13,-2,3,0,0
CCC/C(=N/NC(=O)c1cccc(Cl)c1)c1ccccc1,x,-3,16,-2,13,-3,x,x
CC(C)Cn1c2ccccc2c2cc(C(=O)O)ccc21,x,x,1,-8,-1,-2,x,x
COc1ccc(-c2nc(C(=O)NCC3CCCO3)cc3c2[nH]c2ccccc23)cc1 (centres undefined),-1,x,25,-3,x,3,2,6
COc1ccc(NC(=O)N(C)C[C@H]2Oc3ccc(NS(=O)(=O)c4ccccc4)cc3CC(=O)N([C@H](C)CO)C[C@H]2C)cc1,1,x,-39,-2,x,x,-5,-10
SMILES,S100A4 inh HTS,PAX8 reporter,LGR2 inh,PGC1a acetyl inh,FN deposit inh,PglD inh,ERAP1 inh,EWS-Fli block
Cc1cc2c(=O)n(C)c(SCC(=O)Nc3cccc(F)c3)nc2s1,-11,10,7,x,-4,0,1,10
CC(=O)n1nc(-c2ccccc2)cc1-c1ccccc1,5,-108,-64,x,-7,x,x,-96
Cc1ccnc(NC(=O)CCCOc2ccccc2)c1,-2,11,1,x,x,x,5,8
COCc1c(C(=O)N2CCN(Cc3nc4ccccc4s3)CC2)oc2ccccc12,2,5,-43,0,3,0,2,-52
CC1=C(C(=O)OCC(C)C)C23C(=O)c4ccccc4C2(O1)OC(N)=C3C#N (centres undefined),-5,x,5,5,x,1,1,2
CO[C@@H]1CN(C)C(=O)c2ccc(NC(=O)c3cc(C)on3)cc2OC[C@H](C)N(C)C[C@@H]1C,11,-8,1,-3,1,0,-2,4
CC(=O)NC12CC3CC(C1)CC(C(=O)OCC(=O)Nc1ncc(Cl)c(C)c1Cl)(C3)C2,x,-6,x,6,1,3,x,x
C[C@H](CO)N1C[C@H](C)[C@H](CN(C)C(=O)Nc2ccc3c(c2)OCO3)Oc2ccc(NC(=O)c3ccncc3)cc2C1=O,-36,x,9,-8,x,4,-4,-111
O=C(C[C@@H]1C[C@@H]2c3cc(NC(=O)Cc4ccncc4)ccc3O[C@@H]2[C@H](CO)O1)NCc1ccncc1,-9,-14,-3,-9,-10,0,-1,0
Cc1cccc(NC(=O)Cn2cnc3c(oc4ccccc43)c2=O)c1C,1,9,13,-5,-15,-1,0,2
COc1ccc(S(=O)(=O)Nc2ccc3c(c2)C(=O)N([C@H](C)CO)C[C@H](C)[C@@H](CN(C)C(=O)Nc2ccc4c(c2)OCO4)O3)cc1,8,-10,-4&-13,-6,-7&-1,0,-1,-3&-13
C/C=C/c1ccc2c(c1)O[C@H](CN(C)C(=O)NCCC)[C@H](C)CN([C@H](C)CO)S2(=O)=O,12,-27,-1,-1,x,-2,-2,3
CC1C/C(=N/Nc2ccc([N+](=O)[O-])cc2[N+](=O)[O-])CC(C)(C)C1 (centres undefined),x,8,x,-12,-1,2,x,x
Cc1cc(C)c(C#N)c(SCC(=O)NC2CC2)n1,-2,x,7,-6,1,-2,3,x
Cc1ccccc1Cn1c(C)c(C(=O)NCc2ccc(Cl)c(Cl)c2)sc1=O,1,15,-2,x,4,-6,x,2
CCc1ccc(/C=C2\SC(=S)N(CCCC(=O)Nc3ccc(C(=O)O)cc3)C2=O)cc1,0,43,-1,0,-10,-5,3,23
Nc1nnnn1/N=C/c1ccccc1Cl,0,-19,-5,-9,4,4,0,-6
CCc1cc(CNC(=O)CC2C(=O)NCCN2Cc2cccc(OC)c2)on1 (centres undefined),1,7,9,x,-13,x,-3,1
CCC(=O)N1C[C@H](O)COC[C@@H]2O[C@@H](CC(=O)NCc3ccccc3Cl)CC[C@H]21,-15,x,x,6,2,0,1,x
CCOC(=O)C1=CC[C@@H](c2ccccc2)N(S(=O)(=O)c2ccc(C)cc2)[C@H]1/C=C/c1ccccc1,-1,28,4,-23,-4,0,-5,4
COc1ccc(CN(C)C[C@H]2OCCCC[C@H](C)Oc3ccc(NS(C)(=O)=O)cc3C(=O)N([C@H](C)CO)C[C@H]2C)cc1,x,-8,-5,4,x,x,x,-3
CC(C)c1onc(C(=O)Nc2cccc(O)c2)c1[N+](=O)[O-],-15,-22,-44,x,-3,x,0,-17
O=C(Nc1nc(-c2ccco2)c(-c2ccco2)s1)c1c(F)cccc1Cl,-12,9,0,-2,1,-3,-1,9
C[C@@H]1CN([C@@H](C)CO)C(=O)c2cc(NC(=O)CCCCCC(=O)Nc3ccccc3N)ccc2O[C@@H]1CN(C)S(=O)(=O)c1cccs1,0,x,15,-2,x,-1,3,23
O=c1[nH]c2cc(C(F)(F)F)ccc2n1-c1cc(C(F)(F)F)ccc1O,0,25,15,5,-8,4,-5,3
SMILES,S100A4 inh HTS,PAX8 reporter,LGR2 inh,PGC1a acetyl inh,FN deposit inh,PglD inh,ERAP1 inh,EWS-Fli block
N#Cc1cc(-c2ccccc2)oc1/N=C/c1ccccc1O,x,-23,x,-6,-4,-10,x,x
Nc1nonc1-n1nnc(C(=O)N/N=C/c2ccco2)c1-c1ccccc1,-2,-12,-20,x,-2,-2,2,-1
CCCNC(=O)N[C@@H]1C=C[C@H](CC(=O)NC2CCC2)O[C@@H]1CO,-11,0,2,-9,-13,-3,-4,3
O=C(O)c1cnn2cc(-c3[nH]ncc3[N+](=O)[O-])cnc12,-6,-2,17,x,-2,x,2,-5
COc1cccc(-c2cnc3c(c2)C(=O)N([C@H](C)CO)C[C@H](C)[C@H](CN(C)S(C)(=O)=O)O3)c1,-4,x,6,-3,-2,-4,1,-7
CC(C)C(=O)Nc1nnc(S(=O)(=O)N2CCCCCC2)s1,4,-22,x,-1,-11,-5,-1,2
CC1CCC(=NNS(=O)(=O)c2ccc([N+](=O)[O-])cc2)CC1 (centres undefined),6,10,5,1,-1,x,-2,4
COc1ccc(-c2ccc([C@H]3[C@H](C#N)N(C(=O)NC(C)C)[C@H]3CO)cc2)cc1,11,2,3,0,11,1,1,2
COc1ccc(OCC(=O)Nc2ccc(S(=O)(=O)N3CCCCC3)cc2)cc1,1,-24,-10,x,-5,-6,-3,-4
CCOc1cc(C(=O)Oc2cc(C)[nH]c(=O)c2[N+](=O)[O-])cc(OCC)c1OCC,1,-14,15,-4,-3,0,3,-5

# Taken from above:
# For PglD inh, CC(C)Cn1c2ccccc2c2cc(C(=O)O)ccc21 has -2
# For EWS-Fli block, CC(=O)n1nc(-c2ccccc2)cc1-c1ccccc1 has -96

# Entries from the list above with a furan ring, fused or not (5):
SMILES,S100A4 inh HTS,PAX8 reporter,LGR2 inh,PGC1a acetyl inh,FN deposit inh,PglD inh,ERAP1 inh,EWS-Fli block
COCc1c(C(=O)N2CCN(Cc3nc4ccccc4s3)CC2)oc2ccccc12,2,5,-43,0,3,0,2,-52
Cc1cccc(NC(=O)Cn2cnc3c(oc4ccccc43)c2=O)c1C,1,9,13,-5,-15,-1,0,2
O=C(Nc1nc(-c2ccco2)c(-c2ccco2)s1)c1c(F)cccc1Cl,-12,9,0,-2,1,-3,-1,9
N#Cc1cc(-c2ccccc2)oc1/N=C/c1ccccc1O,x,-23,x,-6,-4,-10,x,x
Nc1nonc1-n1nnc(C(=O)N/N=C/c2ccco2)c1-c1ccccc1,-2,-12,-20,x,-2,-2,2,-1

# Sorted by molar mass (lowest first): some entries from above.
SMILES,S100A4 inh HTS,PAX8 reporter,LGR2 inh,PGC1a acetyl inh,FN deposit inh,PglD inh,ERAP1 inh,EWS-Fli block
COc1ccc(-c2ccc([C@H]3[C@H](C#N)N(C(=O)NC(C)C)[C@H]3CO)cc2)cc1,11,2,3,0,11,1,1,2
COc1ccc(OCC(=O)Nc2ccc(S(=O)(=O)N3CCCCC3)cc2)cc1,1,-24,-10,x,-5,-6,-3,-4
CCOc1cc(C(=O)Oc2cc(C)[nH]c(=O)c2[N+](=O)[O-])cc(OCC)c1OCC,1,-14,15,-4,-3,0,3,-5
